ERAP1 HTS inh = blocks human ERAP1 aminopeptidase activity | actives 0.15% (n = 340,000) | inhibition, % at 10.7 µM | AID 652197 | recombinant ERAP1, Leu-AMC fluorescence, 60 min | Q9NZ08;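 active = mean replicate inhibition of at least 30%, or all replicates individually reaching that 30% level; inactive = mean below 30% and not every replicate reaching it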;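 note: 0% = neutral control wells and 100% = L-leucinethiol positive control wells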
LGR2 antag = blocks bursicon-induced cAMP signaling via Drosophila LGR2. actives 0.35% (n = 380,000). inhibition, % at 9.99 µM. HEK293 LGR2, CRE-luciferase, bursicon-stimulated, 4 h. AID 720647;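 active = drop in luminescence signal, shown as inhibition above about 50% in the replicate tests, limit read from the data, passing the limit was not always enough; inconclusive = probably only some replicates passing the limit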;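 note: agonist challenge used bursicon conditioned medium at about half maximal strength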
Cneo AK release = Cryptococcus neoformans lysis via adenylate kinase release; C. neoformans lysis, adenylate kinase release luminescence, 4 h; normalised: neutral wells 0, clomiphene wells 100; lysis activity, % at 15 µM; actives 0.2% (n = 360,000);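 active = mean lysis activity across replicates of at least 80%, whatever share of replicates individually reach that level; inactive = mean lysis activity below 80%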
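Material: C. neoformans cells | Amount: Yeast cell density of 5 × 10^6 cells/mL | Medium: Fresh YPD growth medium | Dosing: Single dose | Times: Static 4 h at 37 °C with compound, 1 h detection | Detection: AK luminescence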
C2C12 statin = suppression of simvastatin myotoxicity; actives 0.78% (n = 330,000); rescue of ATP level, % at 7.49 µM; C2C12 myotubes + simvastatin, ATP luminescence, 48 h; scaled: DMSO 0, geranylgeraniol control 100;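 active = mean ATP rescue above about 67%, or every replicate alone reaching that limit, limit read from the data, passing the limit was not always enough; inconclusive = no clear call, values can overlap the other calls; inactive = mean under the limit and some replicate under it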;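 note: myotubes were challenged with 10 µM simvastatin during compound exposure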
SIRT5 inh = inhibitors of human sirtuin-5 desuccinylase. Q9NXA8. Purified SirT5, succinyl-peptide AMC, trypsin-coupled fluorescence. inhibition, % at 15 µM. actives 1.1% (n = 330,000); in the data active = inhibition above about 15%; inconclusive = no clear call, values can overlap the other calls
Target sequence (Q9NXA8 whole entry, looked up): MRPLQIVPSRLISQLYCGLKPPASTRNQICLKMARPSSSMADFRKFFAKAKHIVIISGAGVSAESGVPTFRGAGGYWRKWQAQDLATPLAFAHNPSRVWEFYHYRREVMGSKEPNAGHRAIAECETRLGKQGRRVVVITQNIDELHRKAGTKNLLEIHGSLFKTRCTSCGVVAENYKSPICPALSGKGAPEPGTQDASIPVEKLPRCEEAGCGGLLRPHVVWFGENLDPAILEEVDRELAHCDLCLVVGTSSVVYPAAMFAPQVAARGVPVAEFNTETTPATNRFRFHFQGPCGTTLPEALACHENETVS
S100A4 inh HTS = blocks human S100A4 binding to myosin IIA peptide | P26447 | S100A4/TAMRA-MyoIIA peptide fluorescence polarization | inhibition, % at 10.7 µM | actives 0.14% (n = 360,000) | AID 652163;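 active = mean inhibition of at least 70% across replicates, with every replicate also reaching that level; inconclusive = mean inhibition reaches 70% but some replicates fall short; inactive = mean inhibition below 70%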
Target sequence (P26447 whole entry, looked up): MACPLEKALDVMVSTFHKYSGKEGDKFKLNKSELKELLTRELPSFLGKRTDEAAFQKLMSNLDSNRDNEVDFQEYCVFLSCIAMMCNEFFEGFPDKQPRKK
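Material: human S100A4 monomer with TAMRA-labelled myosin IIA peptide; buffer or medium: HEPES pH 7.2 with CaCl2, KCl, NaCl, DTT, Triton; compound dosing: one concentration per compound; schedule: 5 min incubation before reading; benchmarks: neutral control DMSO, positive control TFP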
Xi reactivation = activators of X-chromosome reactivation in mouse fibroblasts; XiGFP mouse fibroblasts, % GFP-positive cells imaging, 3 d; cells co-treated with 5-aza-dC sensitizer; scaled so ellipticine positive control = 100%; activation, % at 7.58 µM; actives 0.055% (n = 360,000);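 active = mean normalized replicate activation at least 10% and every replicate at or above 10%; inconclusive = only one of the two criteria met; inactive = mean below 10% and not all replicates reach 10%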;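 note: 0% = median of on-plate neutral control wells and 100% = ellipticine 6 µM median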
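assay system = SV40-immortalized XiGFP fibroblast cells, line 68-5-11 | buffer or medium = DMEM plus 5-aza-dC sensitizer | doses = single-point pinned compound dosing | times = 3-day compound exposure, then 15 min fixation at room temperature | benchmarks = positive control ellipticine, 6 µM final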
PGC1a acetyl inh = PGC1a acetylation modulation, inhibitor mode; U2OS PGC1a acetylation, AlphaScreen anti-acetyl-lysine; with virally co-expressed GCN5 acetyltransferase; inhibition, % at 15.6 µM; actives 0.17% (n = 350,000);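 active = every replicate shows inhibition of at least 40%; inconclusive = mean inhibition at least 40% but some replicate below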;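 note: 0% = neutral control wells and 100% = positive control wells; some results beyond the cut were filed as inactive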
An asterisk follows results filed as active; ? = inconclusive; / = not tested or not shown. Not all compounds are listed (hit frequency here may not be typical).

SMILES	ERAP1 HTS inh	LGR2 antag	Cneo AK release	C2C12 statin	SIRT5 inh	S100A4 inh HTS	Xi reactivation	PGC1a acetyl inh
CCC(=O)N1CCN=C1SCc1cccc(F)c1	-3	-5	-2	3	-3	-1	0.0	1
COc1ccc(CCNC(=O)C2CCCN(S(C)(=O)=O)C2)cc1OC (configuration not stated)	/	-9	3	-4	/	/	/	7
CCn1cc(Cl)c(C(=O)NNC(=O)CCn2nc(C)c([N+](=O)[O-])c2C)n1	2	/	/	/	0	-4	0.0	-4
O=C1NCCN1CCNS(=O)(=O)c1cc(C(F)(F)F)cc(C(F)(F)F)c1	2	1	-2	-17	-2	0	0.7	2
COCCNC(=O)C[C@@H]1C[C@@H]2c3cc(NS(=O)(=O)c4ccccc4)ccc3O[C@@H]2[C@@H](CO)O1	-2	-11	-4	-5	-2	-5	0.0	4
Cn1c(NC(=O)CC(C)(C)C)cc(=O)n(C)c1=O	1	5	1	6	-1	1	0.1	15
Cc1cc(Br)cc2c1N(C)C(=O)C2(c1ccc(O)cc1)c1ccc(O)cc1	6	-5	0	/	-1	-2	0.3	-6
O=C(NCCc1ccccc1)c1nnc(CS(=O)(=O)c2ccccc2)o1	2	-12	1	-2	-3	-1	0.0	14
Fc1ccc(Nc2nc(Oc3ccccc3F)nc(N3CCCC3)n2)cc1	/	-1	0	14	/	/	/	-2
CCN(CC(=O)NCc1cccs1)C(=O)/C=C/c1ccc(C)cc1	0	/	-4	2	-3	0	0.0	-5
Cc1cccc(C)c1-n1nnnc1C1c2ccccc2C(=O)N1C1CC1 (configuration not stated)	/	3	/	/	-1	-3	-0.1	/
CC1CC(=O)NN=C1c1cccs1 (configuration not stated)	3	-15	3	-2	-3	0	0.1	8
COc1ccc(CCNC(=O)c2cc(-c3ccco3)nc3ccccc23)cc1	4	-1	/	/	-4	?	0.1	/
CC(C)NC(=O)N1CCCCN2[C@H](CO)[C@H](c3ccc(C4=CCCC4)cc3)[C@@H]2C1	/	-4	0	-1	/	/	0.3	-2
COc1ccc(CN(C)C(=O)c2ccccc2Sc2ccccc2C#N)c(OC)c1	-4	-2	2	18	-2	-3	-0.1	/
CCC(=O)NC(Cc1ccccc1)c1nc2ccccc2[nH]1 (configuration not stated)	-2	-9	-5	1	-4	-3	0.1	9
Cc1cc(C)cc(NC(=O)[C@@H](NC(=O)c2ccco2)C(C)C)c1	4	9	7	14	-4	58	0.0	-4
COc1cccc(C#Cc2ccc([C@H]3[C@H](CO)N4C(=O)CN(S(=O)(=O)c5ccccc5C)C[C@@H]34)cc2)c1	0	-9	/	/	-4	-6	0.0	-24
C[C@@H]1CCCCO[C@H](CN(C)C(=O)Nc2ccccc2)[C@H](C)CN([C@@H](C)CO)C(=O)c2cc(NC(=O)c3ccccc3)ccc2O1	2	-6	-3	/	-1	-9	0.1	-6
COc1ccc(N(C(=O)CNC(=O)c2ccco2)C(C(=O)NC2CCCC2)c2cccnc2)cc1 (configuration not stated)	-3	-6	6	0	-2	-1	0.2	/
Cc1ccc(S(=O)(=O)Nc2ccc3c(c2)C(=O)N([C@H](C)CO)C[C@H](C)[C@H](CN(C)S(=O)(=O)c2cn(C)cn2)OCCCC[C@H](C)O3)cc1	-3	9	-4	/	2	1	-0.1	11
COC(=O)CCCC1=CC2=CC(=O)C(C)(OC(=O)c3cccs3)C(=O)C2=CN1Cc1ccccc1 (configuration not stated)	-1	-11	0	5	-1	-1	0.0	6
Cc1noc(C)c1S(=O)(=O)Nc1ccc2c(c1)C(=O)N([C@@H](C)CO)C[C@@H](C)[C@@H](CN(C)Cc1ccncc1)O2	-2	-6	49	/	-3	-2	0.1	18
CO[C@H]1CN(C)C(=O)c2ccc(NS(=O)(=O)c3ccccc3)cc2OC[C@@H](C)N(C(=O)NC(C)C)C[C@@H]1C	0	-3	0	-7	-3	-26	-0.2	?
CCCC#Cc1ccc2c(c1)[C@@H]1[C@@H](CCN1S(=O)(=O)c1ccccc1OC)[C@@H](CO)N2	1	-7	/	/	/	-35	0.1	/
CCOCC(=O)Nc1nc(C)cc(C)n1	-2	3	/	/	-2	5	0.3	/
CC1CCCN(S(=O)(=O)c2ccc(NC(=O)CCN3C(=O)c4ccccc4C3=O)cc2)C1 (configuration not stated)	/	-3	24	-2	/	/	/	37
COCC(=O)Nc1ccc2c(c1)OC[C@@H](C)N(C(=O)Cc1cccnc1)C[C@@H](C)[C@H](OC)CN(C)C2=O	4	/	2	-3	-2	-5	/	-6
Cc1noc(C)c1NC(=O)N(C)C[C@H]1Oc2c(NC(=O)NC3CCCCC3)cccc2C(=O)N([C@@H](C)CO)C[C@H]1C	-1	-1	-4	10	0	2	-0.4	-4
CC1c2ccsc2CCN1C(=O)NC(=O)c1ccc(Cl)cc1 (configuration not stated)	0	22	-7	-4	-4	-1	-0.1	13

Entries shown so far that have a furan ring, fused or not (three):
SMILES	ERAP1 HTS inh	LGR2 antag	Cneo AK release	C2C12 statin	SIRT5 inh	S100A4 inh HTS	Xi reactivation	PGC1a acetyl inh
COc1ccc(CCNC(=O)c2cc(-c3ccco3)nc3ccccc23)cc1	4	-1	/	/	-4	?	0.1	/
Cc1cc(C)cc(NC(=O)[C@@H](NC(=O)c2ccco2)C(C)C)c1	4	9	7	14	-4	58	0.0	-4
COc1ccc(N(C(=O)CNC(=O)c2ccco2)C(C(=O)NC2CCCC2)c2cccnc2)cc1 (configuration not stated)	-3	-6	6	0	-2	-1	0.2	/

(cont.)
SMILES	ERAP1 HTS inh	LGR2 antag	Cneo AK release	C2C12 statin	SIRT5 inh	S100A4 inh HTS	Xi reactivation	PGC1a acetyl inh
O=C(Nc1ccccc1Cl)c1cc(=O)c2ccccc2o1	0	-30	0	20	2	-7	0.0	11
C[C@@H](C(=O)O)[C@H]1C[C@]1(C)[C@H](NC(=O)OCc1ccccc1)c1ccccc1	0	-7	0	4	-1	0	0.0	5
CN(C)CCCNC(=O)C[C@H]1CC[C@@H]2[C@H](COc3ccc(NC(=O)C4CCC4)cc3C(=O)N2C)O1	1	-5	47	14	-5	0	0.2	-3
CCCCN(C)Cc1c(C)[nH]c2c(Cl)cccc2c1=O	13	-7	/	9	-1	-2	/	/
COc1ccc(/C=N/n2cnc3c(sc(=S)n3-c3ccccc3)c2=O)cc1	-3	6	0	-4	-6	3	0.0	/
COc1ccc(S[C@@H](CCN2CC[C@H](NC(=O)OCc3ccccc3)CCC2=O)c2ccccc2)cc1	/	-10	-1	-1	/	-13	-0.2	/
CC(=O)c1ccc(OCC(=O)Nc2ccccc2N2CCCC2)cc1	-3	-6	1	9	-1	0	0.0	/
CCCN1[C@@H]2c3ccc(-c4ccccc4F)c(=O)n3C[C@H]1[C@H](CO)[C@H]2C(=O)NCc1ccccn1	-5	2	/	/	-2	8	0.0	/
Cc1cccc(C)c1NC(=O)CN(C)C(=O)CSCc1c(C)noc1C	1	13	/	0	5	-18	0.1	/
CC(C)NC(=O)Nc1ccc2c(c1)C(=O)N([C@H](C)CO)C[C@H](C)[C@@H](CN(C)Cc1ccc(Cl)c(Cl)c1)O2	3	-16	-6	-8	24*	-18	-1.1	-1
COc1ccccc1NC(=O)COc1ccc(CO)cc1Cl	/	-45	-6	75*	/	/	/	-1
c1ccc(-c2nc(N3CCCC3)nc3ccccc23)cc1	-1	2	/	/	-8	1	0.1	-2
COc1cc(-c2c(NC(=O)c3ccco3)oc3c(C)cccc3c2=O)cc(OC)c1OC	17	10	/	/	-3	1	0.2	/
COc1ccc(-c2ccc3c(c2)O[C@H](CN(C)CC2CC2)[C@H](C)CN([C@H](C)CO)S3(=O)=O)cc1	/	-1	/	-5	/	/	0.0	-3
CC1CC(C)CN(C(=O)c2ccc3ccccc3c2)C1 (configuration not stated)	2	13	/	/	-4	0	0.1	/
C=CCNC(=O)c1ccc(C2SCC(=O)N2Cc2ccco2)cc1 (configuration not stated)	-3	11	/	/	-1	-6	-0.1	/
CCOP(=O)(/C(C#N)=C(\C)O)c1ccccc1 (configuration not stated)	-1	18	/	/	-1	6	0.1	/
O=C(CCn1ccc([N+](=O)[O-])n1)NC1CCCCCC1	-3	/	/	/	-2	1	0.0	/
COc1ccccc1CN(CC(=O)NCc1ccco1)C(=O)CNS(=O)(=O)c1ccccc1	/	-10	0	12	/	/	/	24
CCOc1ccccc1N1CCN(C(=O)c2ccc3c(c2)OCO3)CC1	-5	8	2	2	1	7	0.1	-19
COc1ccc(C(C(=O)NC2CCCC2)N(CCO)C(=O)Cn2nnc(-c3ccc(C)o3)n2)cc1OC (configuration not stated)	2	6	5	29	4	2	0.0	-8
O=C(O)c1ccc(NCc2nc3ccccc3n2Cc2ccccc2)cc1	-15	1	/	-22	1	-3	0.2	-7
Cc1ccc(NC(=O)CN(C)C(=O)C(c2ccccc2)c2ccccc2)cc1	1	-1	-2	12	-2	-4	0.0	3
O=C(Cc1ccsc1)N1CCc2c([nH]c3ccccc23)C1c1ccccn1 (configuration not stated)	2	-20	/	/	0	-25	0.0	-11
C[C@H](O)C#Cc1ccc2c(c1)O[C@@H](CN(C)Cc1ccc(-c3ccccc3)cc1)[C@@H](C)CN([C@@H](C)CO)S2(=O)=O	-1	-7	7	-40	30*	5	-0.5	-9
O=C(NC(=S)NC1CCC(O)CC1)c1ccco1 (configuration not stated)	0	-2	-1	6	0	-6	0.0	6
COCCn1c(CN2CC(C)CC(C)C2)nc2c1c(=O)n(C)c(=O)n2C (configuration not stated)	1	-2	-1	-6	-4	6	-0.1	3
COc1ccc(S(=O)(=O)Nc2cccc3c2O[C@@H](CN(C)C(=O)Nc2ccccc2)[C@H](C)CN([C@@H](C)CO)C3=O)cc1	-1	19	0	19	0	5	-0.1	4
C[C@@H](C(=O)N1CCNCC1)n1cc(CCCN=C(N)N)nn1	1	4	-4	-16	1	2	0.0	16
COc1ccc(N2CCN(C(=O)CN(c3ccc(OC)cc3)S(=O)(=O)c3ccccc3)CC2)cc1	1	-7	4	/	0	-12	0.4	5
CC(C)NC(=O)c1ccc(N(Cc2ccccc2)S(C)(=O)=O)cc1	16	5	-2	0	-1	0	0.0	12
O=C1c2ccccc2C(O)N1CCN1CCOCC1 (configuration not stated)	2	/	4	4	-5	-3	0.1	/
CCCNC(=O)N(C)C[C@H]1Oc2cc(-c3ccccc3F)ccc2S(=O)(=O)N([C@@H](C)CO)C[C@@H]1C	-4	1	0	5	-2	0	-0.9	-2
COc1ccccc1C(=O)C1CCCN(C(=O)c2cc(CC(C)C)nc(C)n2)C1 (configuration not stated)	0	11	/	/	/	7	0.0	/
Cc1cc(NC(=O)c2ccc3c(c2)OCO3)ccc1NC(=O)c1ccco1	/	-25	-3	-83	/	/	/	-16
CC(=O)Nc1cccc(C(=O)Nc2ccc(S(=O)(=O)N3CCCCC3)cc2)c1	2	-2	2	-17	-10	-1	0.2	-10
C[C@@H]1CN([C@@H](C)CO)C(=O)c2cccc(NC(=O)Nc3ccc4c(c3)OCO4)c2O[C@H]1CN(C)Cc1ccccc1	0	-2	38	30	2	3	0.1	/
